# Rat MKP-3 inhibitors: MKP-3 phosphatase inhibitors, primary screen, biochemical, rat enzyme, in vitro (AID 425); Dual specificity protein phosphatase 6 (Rattus norvegicus); recombinant MKP-3 phosphatase activity, fluorescence; higher % means a stronger effect; inhibition, % at 20 µM; hits with a dose series show IC50 in µM; actives 0.17% (n = 110,000); in the data active = inhibition above about 50%;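 note: plate controls were vehicle for no effect and reference inhibitor for full effect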
# Hsp70 displacement: Hsp70 inhibitors, probe displacement, primary screen, biochemical, fluorescence polarization (AID 583). Heat shock 70 kDa protein 1A (Homo sapiens). Hsp70 fluorescence polarization probe displacement, mP; higher % means a stronger effect. displacement, % at 20 µM, or IC50 in µM where a hit was titrated. actives 0.06% (n = 140,000); in the data active = displacement above about 50%;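 note: plate controls were vehicle for no effect and reference ligand for full effect; a part of the inactive calls stands beside numbers as strong as those of hits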
# * = called active by the depositor; x = no result given; & = joins results of further samples.
# Results follow in this order: Rat MKP-3 inhibitors	Hsp70 displacement
O=C(c1ccccc1F)N1CCN(c2ccc([N+](=O)[O-])c3ncccc23)CC1
 : 3%	-1.6%
COc1cc(CNc2cccc(C)c2)cc(OC)c1OC
 : 2%	3.6%
COc1ccc(C2c3cc(OC)c(OC)cc3CCN2C2CC(=O)N(c3ccccc3)C2=O)cc1OC (stereo not given)
 : x	18%
COc1ccc(/C=C2/SC(=S)N(c3cccc(Cl)c3)C2=O)c2ccccc12
 : 5%	-1.1%
CC(C)CCNC(=O)C1CCN(S(=O)(=O)c2ccc3c(c2)CCC(=O)N3)CC1
 : 0%	0.6%
CCOc1cc(S(=O)(=O)N2CCC(Cc3ccccc3)CC2)c(OCC)cc1-n1cnnn1
 : -6%	1.1%
CC(C)NC(=O)Cn1c(SCC(=O)N2c3ccccc3CC2C)nc2ccccc21 (stereo not given)
 : 4%	0.1%
CCN1C(=O)NC(c2cc(Br)ccc2OC)C(C(=O)OC)=C1C (stereo not given)
 : -5%	-1.3%
COc1ccc(C2/C(=C(\O)c3ccccc3)C(=O)C(=O)N2Cc2cccnc2)cc1 (stereo not given)
 : 1%	-2.5%
CCOc1ccc(S(=O)(=O)N2CCCC2)cc1
 : x	-1.2%
CN(C)[C@@H]1C(=O)C(C(N)=O)=C(O)[C@@]2(O)C(=O)C3=C(O)c4c(O)ccc(Cl)c4[C@@H](O)[C@H]3C[C@@H]12
 : 0%	-0.6%
COc1cccc(C2/C(=C(/O)c3ccccc3)C(=O)C(=O)N2CCCC(=O)O)c1 (stereo not given)
 : -9%	3.0%
CCOC(=O)c1c(NC(=S)NC(=O)c2ccc([N+](=O)[O-])cc2)sc(C)c1C
 : 2%	2.0%
COC(=O)c1ccc(/C=N/NC(=O)c2n[nH]c3c2CCC3)cc1
 : 2%	-3.7%
O=C(Nn1cnnc1)C(c1ccccc1)c1ccccc1
 : -1%	-0.4%
Cc1ccc(C(NC(N)=O)c2ccccc2)cc1C (stereo not given)
 : 1%	-1.1%
C=CCOc1ccc(CNc2nccs2)cc1OC
 : x	0.2%
CCC(OC(=O)c1cccs1)C(=O)NCc1ccco1 (stereo not given)
 : 0%	2.6%
Cc1nnc2sc(-c3cccc4ccccc34)nn12
 : -8%	-0.5%
OCCn1nc2c3ccccc3nc-2n(-c2ccccc2)c1=S
 : -7%	-0.9%
O=C(Nc1ccc([N+](=O)[O-])cn1)c1cc(Cl)ccc1Cl
 : 0%	-2.3%
Cc1cc(-c2nnc(-c3ccccc3)c(-c3ccccc3)n2)c(C)o1
 : -7%	-4.0%
Cc1cc2ncn(/N=C/c3ccc(-c4ccccc4)o3)c2cc1C
 : x	-3.9%
O=[N+]([O-])c1ccc(C=NCC2OCCc3ccccc32)cc1 (stereo not given)
 : 7%	5.4%
Nc1nnc(SCC(=O)N2CCc3ccccc3C2)s1
 : 1%	-3.1%
CCC1C2CN(C(C)=O)CC=C2C(C#N)=C(N)C1(C#N)C#N (stereo not given)
 : -12%	-0.6%
CCOC(=O)CSc1nc2nc(C)cc(C)n2n1
 : 0%	4.2%
CCN1CCCC1CNC1=NCCCCC1 (stereo not given)
 : -10%	-1.6%
CCCCOC(=O)c1cccc(NC(=O)c2cccc(Br)c2)c1
 : 3%	-1.6%
Oc1ccccc1/C=N/n1c(-c2ccccc2)n[nH]c1=S
 : 0%	-4.8%
COc1cc2nc(-c3cccs3)oc(=O)c2cc1OC
 : -2%	x
O=C(O)c1cccc(NC(=O)c2ccc3ccccc3n2)c1
 : 2%	3.6%
COc1ccc(C2CC(c3ccc(F)cc3)Nc3nc(N)nn32)cc1OC (stereo not given)
 : -4%	-0.7%
Cc1nn2c3c(cnc2c1-c1ccccc1)C(=O)CC(c1ccco1)C3 (stereo not given)
 : -10%	6.0%
O=S(=O)(Nc1ccccc1CO)c1ccccc1
 : -4%	-0.7%
CCOC(=O)c1ccc(NC(=O)C2CC(=O)N(c3ccc(F)cc3)C2)cc1 (stereo not given)
 : 2%	-6.2%
O=C(Nc1cnn(C23CC4CC(CC(C4)C2)C3)c1)c1cnn2cccnc12
 : 3%	0.2%
COc1cc(/C=N\NC(=O)c2c(C)nc3ccc(Cl)cn23)cc(OC)c1OC
 : 0%	2.5%
CCCCOC(=O)c1ccc(NC(=O)c2cccc(Cl)c2)cc1
 : 3%	-1.1%
COc1cc([C@@H]2[C@H]3CN(C)CC=C3C(C#N)=C(N)C2(C#N)C#N)cc2c1OCO2
 : 10%	10%
Cc1ccc(C)c(NC(=O)CSc2nnc(-c3ccccc3C)o2)c1
 : -8%	3.4%
O=C(Nn1cnc2ccccc2c1=O)c1ccccc1Cl
 : -1%	3.0%
Cc1ccc(-c2csc(NC(=O)c3ccc([N+](=O)[O-])c(C)c3)n2)cc1
 : 0%	-3.4%
Cc1cccc(NC(=O)CSc2nnc(CSc3nc(C)cc(C)n3)o2)c1
 : -4%	4.1%
O=C(NCc1ccco1)C(NS(=O)(=O)c1cccc2nsnc12)c1ccccc1 (stereo not given)
 : -4%	-0.6%
Cc1csc(NC(=O)CNS(=O)(=O)c2cccs2)n1
 : 0%	-7.4%
O=C(NCc1cccnc1)c1cc(-c2ccco2)on1
 : 0%	-4.6%
Cc1cc(NC(=O)c2cc3nc4c(c(C(F)(F)F)n3n2)CCc2ccccc2-4)no1
 : 0%	-4.1%
Cc1cc(OCC(=O)Nc2c(C)cccc2C)ccc1Cl
 : 2%	-1.6%
COC(=O)c1ccc(OCC(=O)Nc2ncccn2)cc1
 : 5%	3.2%
O=[N+]([O-])c1ccc(C=Nc2ccc(Cl)c([N+](=O)[O-])c2)s1
 : 68%*	0.1%
COc1ccc(C2C(C(=O)OC(C)C)=C(C)N=c3s/c(=C\c4ccc(C)o4)c(=O)n32)cc1 (stereo not given)
 : 2%	-6.6%
CCOC(=O)/C=C1\SCC(=O)N1CCOc1cccc(Br)c1
 : -9%	-6.7%
Cn1cc(C(=O)NC2CCCCCCC2)c(=O)c2cc(S(=O)(=O)N3CCCC3)ccc21
 : -1%	2.4%
c1ccc(CN2CCC(N3CCN(C4CCCCC4)CC3)CC2)cc1
 : 0%	-3.8%
CCCN1C2CCCC1CC(NC(=O)Nc1cccc(C(C)=O)c1)C2 (stereo not given)
 : -14%	4.6%
COCCNC(=O)Cc1ccc(Br)cc1
 : -8%&-2%	1.7%&-6.3%
CCN(CC)c1ccc(C2Nc3cccc4cccc(c34)N2)c(O)c1
 : 3%	-3.8%
CSCC[C@H](NC(=O)OC(C)(C)C)c1nnc(SCC(N)=O)o1
 : 10%	-1.3%
COc1ccc(NC(=O)C2CCCN(S(=O)(=O)c3cccc4cccnc34)C2)cc1OC (stereo not given)
 : 1%	2.0%

# Rat MKP-3 inhibitors: what is marked active above
# Results follow in this order: Rat MKP-3 inhibitors	Hsp70 displacement
O=[N+]([O-])c1ccc(C=Nc2ccc(Cl)c([N+](=O)[O-])c2)s1
 : 68%*	0.1%

# (next part)
# Results follow in this order: Rat MKP-3 inhibitors	Hsp70 displacement
N#CCCN(C1CCCCC1)S(=O)(=O)CCOc1ccccc1
 : -13%	3.9%
CC(C)c1nc2cc3ccccc3cc2[nH]1
 : -7%	x
COC(=O)CSc1nc2ccccc2n1CC(=O)N(C(C)C)C(C)C
 : 5%	-4.2%
CCC(Sc1nc2ccccc2c2nc3ccccc3n12)C(=O)NCc1ccco1 (stereo not given)
 : x	2.7%
N#CC(C(=O)Nc1ccccc1)=C1Nc2ccccc2N1
 : x	-1.2%
O=C(NC(=O)c1ccncc1)NC(c1ccccc1)c1ccccc1
 : 0%	2.5%&-2.1%
O=C(Nc1ccccc1Br)c1ccc(CN2CCc3ccccc3C2)cc1
 : -1%	-0.9%
O=C(CSCc1ccccc1)Nc1ccc(Cl)cn1
 : x	4.7%
COC(=O)c1cc(Cl)c(NC(=O)c2c(-c3ccccc3Cl)noc2C)cc1OC
 : 2%	0.2%
O=C(c1ccccc1)c1coc2ccc(O)c(Cl)c12
 : -8%	-1.1%
CC(C)(C)n1nnnc1C(c1ccccc1F)N(Cc1ccco1)CC1CCCO1 (stereo not given)
 : 2%	0.6%
NS(=O)(=O)c1ccc(NC(=O)C23CC4CC(CC(C4)C2)C3)cc1
 : -2%	4.9%
CC(=O)Nc1ccc(S(=O)(=O)NCc2ccc(C(=O)NCCN3CCCCCC3)cc2)cc1
 : 5%	-1.1%
CN(C)c1ccc(C=Nc2ccccc2)cc1
 : x	-8.2%
C=CCc1cccc2cc(NC(C)=O)c(=O)oc12
 : -2%	3.1%
Cc1ccc(COc2ccc3c(c2)oc(=O)c2ccccc23)cc1
 : 3%	-3.4%
O=S1(=O)CCN2C(=N1)SC1=C2CCN(Cc2ccccc2)C1
 : 6%	5.4%
Cn1c(C(=O)NCc2ccccn2)cc2c(=O)n(C)c3ccccc3c21
 : -3%	-2.6%
COc1ccc(S(=O)(=O)N2CCN(Cc3ccc4c(c3)OCO4)CC2)c2ccccc12
 : -5%	3.4%
CCCCCCCn1ccc(=N)cc1
 : x	0.4%
CCOC(=O)c1sc(NC(=O)COc2ccccc2C)c(C(=O)OCC)c1C
 : 7%	1.0%
CCc1c(C)nc(/N=C(/NC(=O)c2ccccc2)Nc2ccccc2OC)[nH]c1=O
 : 5%	1.7%
COc1ccccc1/C=N/NC(=O)c1cc(-c2ccc(C)cc2)n[nH]1
 : 1%	0.0%
N#CC12CCCCC1CC1CCCCC1(C#N)N2Cc1ccccn1 (stereo not given)
 : -8%	-4.5%
CCOC(=O)c1ccccc1NC1c2ccccc2C(=O)N1C1CCN(C(=O)OCC)CC1 (stereo not given)
 : -6%	-0.7%
COc1ccc(OC)c(C2=NOC(C(=O)Nc3cccnc3)C2)c1 (stereo not given)
 : -12%	1.5%
CC(C)c1cc(Nc2nccs2)cc(C(C)C)c1O
 : 3%	-1.6%
Cc1ccc(S(N)(=O)=O)cc1NC(=O)c1ccc(F)cc1
 : -1%	-7.2%
COC(=O)c1c(C#N)c(N)nc2c1CCC2
 : -8%	-0.1%
CCc1c(C)nc2cc(-c3cccs3)[nH]n2c1=O
 : -5%&-1%	6.4%&2.9%

# 4 entries from above, as labelled records.
> CCc1c(C)nc(/N=C(/NC(=O)c2ccccc2)Nc2ccccc2OC)[nH]c1=O
- Rat MKP-3 inhibitors: 5%
- Hsp70 displacement: 1.7%

> COc1ccccc1/C=N/NC(=O)c1cc(-c2ccc(C)cc2)n[nH]1
- Rat MKP-3 inhibitors: 1%
- Hsp70 displacement: 0.0%

> N#CC12CCCCC1CC1CCCCC1(C#N)N2Cc1ccccn1 (stereo not given)
- Rat MKP-3 inhibitors: -8%
- Hsp70 displacement: -4.5%

> CCOC(=O)c1ccccc1NC1c2ccccc2C(=O)N1C1CCN(C(=O)OCC)CC1 (stereo not given)
- Rat MKP-3 inhibitors: -6%
- Hsp70 displacement: -0.7%

# Carrying on:
# Results follow in this order: Rat MKP-3 inhibitors	Hsp70 displacement
COCCNc1nc(SCC(=O)N2CCN(c3ccccc3OC)CC2)nc2ccccc12
 : 3%	2.7%
Cc1ccc(C)c(-c2csc(NC(=O)C3C4CCC(C4)C3C(=O)O)n2)c1 (stereo not given)
 : 5%	0.6%
Cc1cc2nc3s/c(=C/c4ccc([N+](=O)[O-])cc4)c(=O)n3c2cc1C
 : 1%	4.6%
O=C(Nc1ccccc1)Nc1ccc(S(=O)(=O)N2CCCC2)cc1
 : 3%	0.2%
Cc1ccc(-c2nc(-c3ccncc3)no2)cc1[N+](=O)[O-]
 : 2%	-2.4%
Cc1ccc(-c2noc(CN3CCN(Cc4ccccc4)CC3)n2)cc1
 : x	-4.2%
CCN1CCN(Cc2nc3c(c(=O)n(C)c(=O)n3C)n2CC(=O)c2ccccc2)CC1
 : -7%	-2.3%
COCCNC(=O)CSc1nc2ccccc2c(=O)n1CCCC(=O)NCc1ccccc1
 : 1%	12%
Cc1c(Br)c([N+](=O)[O-])nn1C(C)C(=O)NCc1cccnc1 (stereo not given)
 : x	9.7%
Cc1c(C(=O)OC2CCCC2C)[nH]c2c1C(=O)CCC2 (stereo not given)
 : -4%	5.1%
O=C(NC1CCCCC1)C1CCN(c2cnccn2)CC1
 : -13%	2.2%
Cn1c(=O)n(-c2ccc(Cl)cc2)c(=O)c2c3c(sc21)COC(C)(C)C3
 : x	1.0%
CC(=O)c1ccc(NC(=O)COc2ccc([N+](=O)[O-])cc2)cc1
 : 0%	1.8%
Cc1cc(C)n(-c2ccc(C(=O)Nc3ccc4c(c3)OCCO4)cc2)n1
 : 0%	-2.4%
COc1ccc(OC)c(-c2csc3nnc(SCC(=O)Nc4ccc(NC(C)=O)cc4)n23)c1
 : -8%	1.7%

# Three neighbouring records from above, quoted:
# Results follow in this order: Rat MKP-3 inhibitors	Hsp70 displacement
CC(=O)c1ccc(NC(=O)COc2ccc([N+](=O)[O-])cc2)cc1
 : 0%	1.8%
Cc1cc(C)n(-c2ccc(C(=O)Nc3ccc4c(c3)OCCO4)cc2)n1
 : 0%	-2.4%
COc1ccc(OC)c(-c2csc3nnc(SCC(=O)Nc4ccc(NC(C)=O)cc4)n23)c1
 : -8%	1.7%

# (next part)
# Results follow in this order: Rat MKP-3 inhibitors	Hsp70 displacement
COC(=O)c1cc2c(s1)-c1ccccc1OC2
 : -4%	-2.6%
CCN(CC)c1cnn(C/C(=N\OC)c2ccc(Cl)cc2)c(=O)c1Br
 : x	-2.5%
COc1ccccc1C(=O)Nc1nnn(C)n1
 : -4%	3.4%
CC(=O)N(Cc1ccncc1)c1cccc2ccccc12
 : 1%	0.1%
Clc1cccc(OCCCCN2CCOCC2)c1Cl
 : 3%	-0.6%
CCCOc1ccc(/C=C2N=C(/C=C/c3ccccc3)OC/2=O)cc1OC
 : 5%	-20%
CCc1ccccc1OCCCCN1CCCC1
 : -10%	1.8%
COc1ccc(/C(C)=N/NC(=O)CCc2c(C)n[nH]c2C)cc1OC
 : 4%	-4.6%
COc1ccccc1CNC(=O)CCCNS(=O)(=O)c1cccc2nsnc12
 : -6%	1.0%
O=C(CSC1=NCCS1)N1CCCC1
 : 4%	-1.2%

# Only part of the results is shown; rates above refer to the full screens.
